CR mimetic SO – caloric restriction mimetics inhibiting age-related superoxide in yeast | S. cerevisiae aged cells, superoxide DHE fluorescence; stronger effect = lower value | superoxide response (% of plate mean), % at 10 µM | 330,000 compounds, 0.18% hits;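 active = superoxide response under a set limit, about three screen SD below normal, cut at about 65% in these data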;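 also: yeast aged for seven days with compound at 30 °C before DHE staining; 100% = average MFI of all compound-treated wells on the plate with controls excluded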
GRK2 inh – blocks RNA aptamer binding to human GRK2. P25098. bead flow cytometry, FAM-aptamer displacement from GRK2. inhibition of aptamer binding, % at 10 µM. 330,000 compounds, 0.59% hits. AID 488847;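 active = inhibition of aptamer binding above 40%, roughly 3 SD of noise, on plates passing a quality check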;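 also: median bead fluorescence of bound FAM aptamer so fluorescent compounds give negative values; no value below 0 was filed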
Target sequence (P25098 whole entry, looked up): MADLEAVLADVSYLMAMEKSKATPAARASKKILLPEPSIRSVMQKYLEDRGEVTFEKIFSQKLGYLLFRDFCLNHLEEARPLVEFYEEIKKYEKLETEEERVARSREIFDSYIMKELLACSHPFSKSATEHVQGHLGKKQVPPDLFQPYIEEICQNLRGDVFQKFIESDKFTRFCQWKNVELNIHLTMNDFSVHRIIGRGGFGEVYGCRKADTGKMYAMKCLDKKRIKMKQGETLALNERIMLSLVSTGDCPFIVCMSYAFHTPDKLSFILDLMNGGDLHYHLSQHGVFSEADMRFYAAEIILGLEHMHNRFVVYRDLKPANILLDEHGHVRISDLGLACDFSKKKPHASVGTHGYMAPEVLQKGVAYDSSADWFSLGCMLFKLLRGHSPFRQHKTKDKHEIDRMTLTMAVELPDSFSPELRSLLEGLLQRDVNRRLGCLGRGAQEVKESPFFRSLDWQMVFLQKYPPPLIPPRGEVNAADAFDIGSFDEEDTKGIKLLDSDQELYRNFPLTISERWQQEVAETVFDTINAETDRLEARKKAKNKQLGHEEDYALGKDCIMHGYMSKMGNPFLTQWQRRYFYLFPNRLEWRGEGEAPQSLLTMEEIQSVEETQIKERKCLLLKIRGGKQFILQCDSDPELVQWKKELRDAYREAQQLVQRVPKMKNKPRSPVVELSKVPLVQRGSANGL
Starred values were filed as active, the others as inactive. An excerpt; rates above refer to the full screens.

SMILES	CR mimetic SO	GRK2 inh
CC[C@]12c3[nH]c4ccc(Cl)cc4c3CCN1C(=O)[C@@H](CC(=O)NCc1ccco1)C[C@@H]2C(=O)N1CCN(C(=O)c2ccco2)CC1	109.2	3.0
Cn1cc(S(=O)(=O)NC[C@H]2O[C@@H](n3cnc4c(N)ncnc43)[C@H](O)[C@@H]2O)cn1	100.9	4.0
COc1ccc(CN2c3c(Br)cccc3C(=O)CS2(=O)=O)cc1	89.3	0.0
CCN1C[C@@H]2[C@@H]3C(=O)N(C)C(=O)[C@@H]3[C@](C)(C(=O)OC)N2C1=NC	104.9	1.0
CC1=CN(S(=O)(=O)c2ccc(C)cc2)C[C@@H]2c3ccccc3N(S(=O)(=O)c3ccc(C)cc3)[C@H]12	102.6	0.0
COc1cc2oc(=O)cc(-c3ccc(-c4ccc(C#N)cc4)cc3)c2c(OC)c1OC	94.9	0.0
CN(C)CCCNC(=O)C[C@H]1C[C@H](C(=O)N2CCCCC2)[C@@]2(CCc3ccccc3)c3[nH]c4cc(-c5ccco5)ccc4c3CCN2C1=O	110.4	0.0
COc1ccc(C2CC(c3ccc(C(F)(F)F)cc3)=NN2c2ccc(S(N)(=O)=O)cc2)cc1 (configuration not stated)	77.2	4.0
CC(C)=CCC/C(C)=C/CNC(=O)C[C@H]1C[C@H](C(=O)N2CCOCC2)[C@@]2(C)c3[nH]c4cc(CCC(=O)N(C)C)ccc4c3CCN2C1=O	115.5	0.0
CCOC(=O)C1=CN(Cc2cccc(Br)c2)S(=O)(=O)N(CC)C1C (configuration not stated)	119.3	3.0
COc1cc(OC)c2c(-c3cccc(-c4ccc(F)c(Cl)c4)c3)cc(=O)oc2c1	104.2	2.0
O=C1N(c2ccccc2)C(c2ccccc2)C12CCCCC2 (configuration not stated)	108.0	0.0
CCCCNS(=O)(=O)CCNCc1ccccc1OC	109.7	1.0
Cc1oc(=O)cc(OCc2ccccc2)c1C	106.5	45.0*
Cc1ccc(S(=O)(=O)N2C[C@@H]3[C@H]4CC[C@H](C4)[C@@H]3[C@@H](C)[C@@H]2c2cccn2Cc2ccccc2)cc1	98.2	0.0
O=C1CCC[C@@H]2CC(N3CCCCC3)C[C@@H]3CCN1[C@H]23 (some centres not stated)	88.2	0.0
Cc1ccc(NC(=O)Cn2cnc(C(=O)Nc3ccc(C)c(C)c3)n2)cc1C	109.5	0.0
COc1ccc(C2CC(=O)Oc3cc(C)c(Cl)c(C)c32)cc1 (configuration not stated)	107.0	1.0
CC[C@]12c3[nH]c4ccc(OC)cc4c3CCN1C(=O)C(CC(=O)NCCCN(C)C)C[C@@H]2C(=O)N1CCN(C(=O)C2CC2)CC1 (some centres not stated)	92.3	7.0
COCCCNC(=O)C[C@H]1C[C@H](C(=O)N2CCOCC2)[C@@]2(C)c3[nH]c4ccc(Cl)cc4c3CCN2C1=O	116.3	0.0
CCN(CC)C(=O)[C@H]1CC(CC(=O)NCCCn2ccnc2)C(=O)N2CCc3c([nH]c4ccc(OC)cc34)[C@]12C (some centres not stated)	98.3	2.0
CC[C@]12c3[nH]c4ccc(Cl)cc4c3CCN1C(=O)[C@@H](CC(=O)NCCc1ccccn1)C[C@@H]2C(=O)N1CCN(C(=O)C2CC2)CC1	109.9	2.0
C[C@]12c3[nH]c4cc(-c5ccco5)ccc4c3CCN1C(=O)[C@@H](CC(=O)NCc1cccc(C(F)(F)F)c1)C[C@@H]2C(=O)N1CCCCC1	76.0	0.0
Cc1cc2oc(=O)cc(-c3ccccc3)c2c(C)c1-c1ccc(N(C)C)cc1	100.6	4.0
COc1ccc(-c2cccc(CCC(=O)N3CCN(c4cc(C)ccc4C)CC3)c2)cc1	93.8	1.0

(listing goes on)
SMILES	CR mimetic SO	GRK2 inh
CC(C)CN1Cc2ccccc2Oc2cc(Br)ccc2S1(=O)=O	86.2	0.0
CCN1C(=O)[C@H]2[C@H]3CN=C(SCc4ccc(Cl)cc4)N3[C@@](C)(C(=O)OC)[C@H]2C1=O	91.4	0.0
O=C(Cn1cnc2c(NCc3ccccc3)ncnc21)NCc1ccccn1	110.2	0.0
COc1cc2c(cc1OC)[C@@H](NC(=O)Cc1ccc(F)cc1)[C@H](OCc1ccccc1)C2	97.7	27.0
CC(C)(C)NC(=O)C[C@H]1C[C@H](C(=O)N2CCCCC2)[C@@]2(C)c3[nH]c4ccc(Cl)cc4c3CCN2C1=O	80.6	1.0
COc1ccc(C2/C=C\CC(NS(=O)(=O)c3ccc(C)cc3)CC(=O)N2Cc2ccccc2F)cc1 (configuration not stated)	100.9	1.0
CCCCCCCCCC(=O)N[C@@H]1c2cc(OC)c(OC)cc2C[C@H]1O	108.7	1.0
CN(C)C(=O)CCc1ccc2c3c([nH]c2c1)[C@]1(C)[C@@H](C(=O)N2CCCCC2)C[C@H](CC(=O)NCCC2=CCCCC2)C(=O)N1CC3	72.5	8.0
O=C1[C@@H](Oc2ccccc2)[C@@H](c2ccccc2)N1c1ccccc1	103.4	41.0*
COc1ccc(-c2cccc(-c3cc(=O)oc4cc5c(cc34)OCO5)c2)cc1	94.2	0.0
CCOC(=O)C1(C)Oc2ccccc2C(c2ccc(OC)cc2)=C1C(=O)OC (configuration not stated)	109.9	1.0
COc1ccc(-c2noc(CCC(=O)N3CCN(c4cccc(F)c4)CC3)n2)cc1	93.2	0.0
COC(=O)c1ccc2c(c1)c(-c1ccccc1)c(-c1ccccc1)n2C	108.8	0.0
CC[C@]1(C(=O)OC)[C@H]2C(=O)N(Cc3ccccc3)C(=O)[C@H]2[C@H]2CN(C)C(=NCc3ccccc3)N21	133.5	0.0
COc1ccc2[nH]c3c(c2c1)CCN1C(=O)C(CC(=O)NCC24CC5CC(CC(C5)C2)C4)C[C@H](C(=O)N(C(C)C)C(C)C)[C@@]31C (some centres not stated)	85.5	2.0
COc1ccc2[nH]c3c(c2c1)CCN1C(=O)C(CC(=O)NCCCn2ccnc2)C[C@H](C(=O)N(C(C)C)C(C)C)[C@@]31C (some centres not stated)	87.0	0.0
CCOC(=O)C1Oc2ccccc2C(c2ccc(C)cc2)=C1C(=O)OC (configuration not stated)	105.1	0.0
O=C(N[C@H]1C/C=C\C(c2ccc(F)cc2)N(Cc2ccccc2)C(=O)C1)OCC1c2ccccc2-c2ccccc21 (some centres not stated)	88.8	0.0
COC(=O)[C@@]1(Cc2ccccc2)[C@H]2C(=O)N(Cc3ccccc3)C(=O)[C@H]2[C@H]2CN=C(SCc3ccc(C)cc3)N21	82.6	13.0
COc1ccc2[nH]c3c(c2c1)CCN1C(=O)C(CC(=O)NCCCN(C)C)C[C@H](C(=O)N(C(C)C)C(C)C)[C@@]31C (some centres not stated)	125.5	1.0
COc1cc2c(cc1OC)[C@@H](NC(=O)C(C)C)[C@H](O)C2	117.3	0.0
COC(=O)[C@@]1(C)[C@H]2C(=O)N(Cc3ccccc3)C(=O)[C@H]2[C@H]2CN(C)C(=NC3CCCCC3)N21	90.8	0.0
COc1cc2c(cc1OC)[C@@H](NC(=O)C(C)C)[C@H](OCc1ccccc1)C2	103.4	0.0
CCOC(=O)C1=CN(Cc2ccco2)S(=O)(=O)N(C)C1c1ccc2ccccc2c1 (configuration not stated)	109.2	2.0
CCN1C(=O)[C@H]2[C@H]3CN=C(SCc4ccc(C(=O)OC)cc4)N3[C@@](C)(C(=O)OC)[C@H]2C1=O	101.5	0.0

(listing goes on)
SMILES	CR mimetic SO	GRK2 inh
CCOC(=O)C1=CN(CC)S(=O)(=O)NC1c1ccc(F)c(Cl)c1 (configuration not stated)	115.3	0.0
COc1ccc2[nH]c3c(c2c1)CCN1C(=O)C(CC(=O)NC(C)(C)C)C[C@H](C(=O)N2CCCCC2)[C@@]31CCc1ccccc1 (some centres not stated)	133.6	0.0
CN(C)C(=O)CCc1ccc2c3c([nH]c2c1)[C@]1(C)[C@@H](C(=O)N2CCCCC2)C[C@H](CC(=O)NCCCn2ccnc2)C(=O)N1CC3	81.5	3.0
COCCS(=O)(=O)N(Cc1ccccc1)[C@H](C(=O)OC)C(C)C	84.1	0.0
CC(C)N(C(=O)[C@H]1C[C@H](CC(=O)NC(C)(C)C)C(=O)N2CCc3c([nH]c4ccc(Cl)cc34)[C@]12C)C(C)C	100.0	0.0
Cc1ccc(S(=O)(=O)N2C[C@@H]3[C@H]4CC[C@H](C4)[C@@H]3[C@@H](C)[C@@H]2C2CCCCC2=O)cc1 (some centres not stated)	105.3	0.0
COc1ccc(-c2noc(CCC(=O)N3CCN(c4cccc(Cl)c4)CC3)n2)cc1	88.0	0.0
CN(C)C(=O)CCc1ccc2c3c([nH]c2c1)[C@]1(CCc2ccccc2)[C@@H](C(=O)N2CCCCC2)C[C@H](CC(=O)NCCc2ccccn2)C(=O)N1CC3	106.8	0.0
C[C@@]12CCC=C[C@H]1[C@H](c1ccccc1Br)N(Cc1ccccc1)C2=O	100.4	0.0
COc1ccc2[nH]c3c(c2c1)CCN1C(=O)C(CC(=O)NCCC2=CCCCC2)C[C@H](C(=O)N(C(C)C)C(C)C)[C@@]31C (some centres not stated)	91.8	0.0
COc1ccc2[nH]c3c(c2c1)CCN1C(=O)C(CC(=O)NC/C=C(\C)CCC=C(C)C)C[C@H](C(=O)N2CCOCC2)[C@@]31CCC1CCCC1 (some centres not stated)	115.3	5.0
CC[C@]12c3[nH]c4cc(-c5ccco5)ccc4c3CCN1C(=O)[C@@H](CC(=O)NCCc1ccccn1)C[C@@H]2C(=O)N1CCN(C(=O)c2ccco2)CC1	110.2	43.0*
COc1ccc(CNC(=O)C[C@H]2C[C@H](C(=O)N3CCOCC3)[C@@]3(C)c4[nH]c5cc(-c6ccco6)ccc5c4CCN3C2=O)cc1OC	107.0	3.0
O=S1(=O)c2ccc(Br)cc2N2CCC[C@H]2CN1Cc1ccccc1	115.7	0.0
C[C@]12c3[nH]c4ccc(Cl)cc4c3CCN1C(=O)[C@@H](CC(=O)NCc1ccco1)C[C@@H]2C(=O)N1CCCCC1	106.4	1.0
Cc1cccc(-c2noc(CCC(=O)N3CCN(c4cc(C)ccc4C)CC3)n2)c1	113.3	0.0
CCCN=C1N(CC)C[C@@H]2[C@@H]3C(=O)N(C)C(=O)[C@@H]3[C@](C)(C(=O)OC)N12	88.8	9.0
CC[C@]12c3[nH]c4ccc(Cl)cc4c3CCN1C(=O)[C@@H](CC(=O)NCc1ccc(OC)c(OC)c1)C[C@@H]2C(=O)N1CCN(C(=O)C2CC2)CC1	107.2	0.0
CC(=O)c1ccc(-c2c(C)cc3oc(=O)cc(-c4ccccc4)c3c2C)cc1	88.5	5.0
C[C@]12c3[nH]c4ccc(Cl)cc4c3CCN1C(=O)[C@@H](CC(=O)NCCN1CCOCC1)C[C@@H]2C(=O)N1CCOCC1	89.4	1.0
O=S(=O)(NCc1ccccc1)c1ccccc1NCCc1ccccc1	51.7*	1.0
CCCCN1CC(COCc2ccccc2)Oc2ccccc2S1(=O)=O (configuration not stated)	104.4	4.0
COc1ccccc1[C@@H]1C(c2ccccc2)=NN(c2ccccc2)[C@H]1C(=O)N1CCOC1=O	100.0	0.0
CC[C@]12c3[nH]c4ccc(Cl)cc4c3CCN1C(=O)[C@@H](CC(=O)NCCCN(C)C)C[C@@H]2C(=O)N1CCN(C(=O)c2ccco2)CC1	101.8	1.0
CC[C@]12c3[nH]c4ccc(OC)cc4c3CCN1C(=O)C(CC(=O)NC(C)(C)C)C[C@@H]2C(=O)N1CCN(C(=O)c2ccco2)CC1 (some centres not stated)	94.8	0.0

Additional records:
SMILES	CR mimetic SO	GRK2 inh
COCCCNC(=O)CC1C[C@H](C(=O)N2CCCCC2)[C@@]2(C)c3[nH]c4ccc(OC)cc4c3CCN2C1=O (some centres not stated)	112.9	16.0
CC[C@@H]1C(c2ccc(F)cc2)=NN(c2ccccc2)[C@H]1C(=O)N1CCOC1=O	91.3	0.0
COC(=O)[C@@]1(Cc2ccccc2)[C@H]2C(=O)N(C)C(=O)[C@H]2[C@H]2CN=C(SCc3ccc(C#N)cc3)N21	111.2	0.0
CCN(CC)C(=O)[C@H]1C[C@H](CC(=O)NCc2ccc(OC)c(OC)c2)C(=O)N2CCc3c([nH]c4cc(-c5ccco5)ccc34)[C@]12C	110.6	0.0
Nc1ccccc1C(=O)N1O[C@@H]2C=C[C@H]1CC2	96.8	3.0
Cc1ccc(NC(=O)c2ncn(CC(=O)NCc3ccccc3)n2)cc1C	99.1	3.0
CC(C)N(C(=O)[C@H]1C[C@H](CC(=O)NCCc2ccccn2)C(=O)N2CCc3c([nH]c4cc(-c5ccco5)ccc34)[C@]12C)C(C)C	94.9	0.0

Screening data from PubChem.
